PI4K2A inh – PI4K2A (human) kinase inhibition; Q9BTU6; purified PI4K2A, ADP-Glo luminescence, 1 h; stronger effect = lower value; activity change, negative = inhibition, % at 76.9 µM; hit rate 0.13% among 420,000; AID 1346378; in the data active means activity change below about -50%; inconclusive means mostly about -30% to -49%;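 further: -100% = wells without enzyme as full effect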
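PI4K2A activity was measured by ADP-Glo luminescence: enzyme (4 ug/mL stock) and phosphatidylinositol (1.2 mM stock) in Tris pH 7.5/MgCl2/EGTA/Triton X-100 buffer were reacted with ATP (300 microM stock) for one hour at ambient temperature.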
G9a block – blocks human histone lysine methyltransferase G9a; Potency, µM (highest dose often 102 µM), for the others: at the top dose activity, negative = inhibition, hits mostly inhibitors; Q96KQ7; G9a H3K9 monomethylation, AlphaScreen, 2 h; AID 504332; hit rate 8.8% among 350,000; further: potency means the concentration at half of the fitted maximal effect; on the % scale 0 is the no-effect control and ±100 the full control effect; nearly all actives have a fitted effect of over 75% in size
Target sequence (Q96KQ7 913-1193 limits assumed): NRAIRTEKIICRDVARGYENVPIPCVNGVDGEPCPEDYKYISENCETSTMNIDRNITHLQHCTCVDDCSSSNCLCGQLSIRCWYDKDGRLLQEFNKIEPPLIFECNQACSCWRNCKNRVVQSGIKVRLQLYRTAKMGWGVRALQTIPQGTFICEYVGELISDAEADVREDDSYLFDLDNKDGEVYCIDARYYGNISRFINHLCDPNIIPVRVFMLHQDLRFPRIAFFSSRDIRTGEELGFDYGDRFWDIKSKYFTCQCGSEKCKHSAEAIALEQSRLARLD
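Chemiluminescent proximity detection of H3K9 monomethylation, read after 10 min bead incubation in the dark. Reaction: 20 nM G9a, 500 nM biotin-H3K9 peptide, 20 uM SAM cofactor, 2 h, room temperature, following 15 min enzyme-compound preincubation.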
BAZ2B inh – inhibitors of human BAZ2B bromodomain; AlphaScreen BAZ2B-H3K14Ac peptide displacement; Potency, µM (titrated, usually from 114 µM), for inactives: at the highest dose activity change, negative = inhibition, most hits filed as inhibitors; hit rate 4.4% among 360,000; further: potency means the concentration at half of the fitted maximal effect; on the % scale 0 is the no-effect control and ±100 the full control effect; nearly all actives have a fitted effect of over 60% in size
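Protein-peptide AlphaScreen: BAZ2B 50 nM, b-H3K14Ac 50 nM, 1x PBS pH 7.4 + 0.01% Tween-20. Preincubation 30 min RT; cpd 30 min RT (top 110 uM); beads 20 min RT, light-protected.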
HP1b chromo inh – HP1-beta chromodomain-methylated histone interaction inhibition | P83916 | AlphaScreen HP1-beta / biotin-H3K9me3 peptide binding | Potency, µM (highest dose often 114 µM), inactives show at the highest dose activity change, negative = inhibition, most hits filed as inhibitors | hit rate 0.56% among 390,000 | AID 540317; further: potency means the concentration at half of the fitted maximal effect; nearly all actives have a fitted effect of over 70% in size; inactives centre near 23
Target sequence (P83916 whole entry, looked up): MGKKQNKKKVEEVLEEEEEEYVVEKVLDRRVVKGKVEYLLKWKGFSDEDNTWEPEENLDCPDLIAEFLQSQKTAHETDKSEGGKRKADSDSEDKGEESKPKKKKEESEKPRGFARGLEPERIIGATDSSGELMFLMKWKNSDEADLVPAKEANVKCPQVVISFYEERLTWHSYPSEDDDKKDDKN
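HP1-beta protein (50 nM final) preincubated 30 min at room temperature with biotinylated H3(1-18)K9me3 peptide (50 nM) in PBS pH 7.4, 0.01% Tween-20, then compound added for 30 min. AlphaScreen streptavidin donor/nickel chelate acceptor beads (10 ug/mL final), 30 min dark, luminescence read.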
Pin1 inhibitor – inhibitors of human Pin1; hit rate 0.009% among 390,000; Potency, µM (doses to about 115 µM), inactives show top-dose activity, negative = inhibition, hits mostly inhibitors; AID 504891; Pin1 FP peptide displacement, HiFluor488, 10 min; active means well fitted inhibition curve with a large enough effect in the polarisation, with a control signal flat, not every such curve was filed as active; inconclusive means small, poorly fitted or top-dose-only effect, or effect the other way, or a change in a side signal; inactive means no such curve, though single readings can be large or run the other way; the % refers to the polarisation; further: potency means the concentration at half of the fitted maximal effect; on the % scale 0 is the no-effect control and ±100 the full control effect
Target sequence (Q13526 whole entry, looked up): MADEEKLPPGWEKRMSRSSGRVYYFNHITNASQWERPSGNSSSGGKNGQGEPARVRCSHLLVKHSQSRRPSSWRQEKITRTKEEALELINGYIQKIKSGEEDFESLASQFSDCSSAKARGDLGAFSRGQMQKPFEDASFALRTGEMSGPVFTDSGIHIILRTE
JMJD2A Tudor – blocks the human JMJD2A Tudor domain; hit rate 4.4% among 390,000; AID 504339; Potency, µM (highest dose often 114 µM), inactives show at the highest dose activity change, negative = inhibition, hits mostly inhibitors; AlphaScreen JMJD2A-Tudor / H3K4me3 peptide binding; O75164; further: potency means the concentration at half of the fitted maximal effect; on the % scale 0 is the no-effect control and ±100 the full control effect; nearly all actives have a fitted effect of over 50% in size
PGK inhibitor – blocks T. brucei phosphoglycerate kinase; AID 602233; PGK/GAPDH coupled, Kinase-Glo luminescence, 60 min; P07378; hit rate 0.043% among 380,000; Potency, µM (highest dose often 57.5 µM), for inactives: top-dose activity change, negative = inhibition, actives largely listed as inhibitors; further: potency means the concentration at half of the fitted maximal effect; on the % scale 0 is the no-effect control and ±100 the full control effect; nearly all actives have a fitted effect of over 60% in size
Target sequence (P07378 whole entry, looked up): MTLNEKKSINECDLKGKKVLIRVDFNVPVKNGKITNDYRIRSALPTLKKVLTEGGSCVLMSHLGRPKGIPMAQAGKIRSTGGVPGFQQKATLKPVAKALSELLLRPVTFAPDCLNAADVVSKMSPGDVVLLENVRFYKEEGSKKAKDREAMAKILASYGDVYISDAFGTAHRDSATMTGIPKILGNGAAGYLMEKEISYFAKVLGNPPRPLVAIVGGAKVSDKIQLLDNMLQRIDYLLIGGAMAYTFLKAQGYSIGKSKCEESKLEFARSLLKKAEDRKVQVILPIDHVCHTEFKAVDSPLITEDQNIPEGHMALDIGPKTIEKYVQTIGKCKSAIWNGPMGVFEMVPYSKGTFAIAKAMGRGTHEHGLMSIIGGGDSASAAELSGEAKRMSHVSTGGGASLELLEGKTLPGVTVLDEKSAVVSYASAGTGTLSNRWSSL
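Recombinant glycosomal PGK reaction used 1,3-bisphosphoglycerate generated in-well by GAPDH (100nM final) in 100mM TEA pH 7.6, 5mM MgCl2, 0.01% Tween-20. After 60 minutes at room temperature, ATP was read by Kinase-Glo Plus luminescence end-point.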
GLS inh – inhibitors of human glutaminase (GLS); O94925; GLS enzymatic activity, qHTS titration; Potency, µM (top dose mostly 45.5 µM), for inactives: at the highest dose activity change, negative = inhibition, hits mostly inhibitors; hit rate 0.21% among 410,000; AID 624170; further: potency means the concentration at half of the fitted maximal effect; on the % scale 0 is the no-effect control and ±100 the full control effect
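hKGA in 45 mM KH2PO4 pH 8.2, 0.02% Tween-20 with pin-transferred compounds; 1 mM L-glutamine (stock) plus glutamate oxidase/HRP/Amplex Red coupling added. Fluorescence read initially and after 30 min at RT.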
POLH inh – blocks human DNA polymerase eta activity; hit rate 1.2% among 390,000; Potency, µM (highest dose often 114 µM), for the others: top-dose activity change, negative = inhibition, most hits filed as inhibitors; recombinant Pol eta, fluorescent DNA replication assay; further: potency means the concentration at half of the fitted maximal effect; on the % scale 0 is the no-effect control and ±100 the full control effect
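Fluorescent replication assay: 50 nM final substrate added after a 15 min room-temperature compound preincubation with 10 nM enzyme. Signal taken at 0 min and again at 10 min.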
* = called active by the depositor; i = inactive; ? = inconclusive; . = no result given; & = joins results of further samples; [ ] = another dose, or the depositor's remark. Unless noted, the call rests on the fitted dose curve; in most records, active means well fitted curve in the direction sought with a large enough effect; inconclusive means small, poorly fitted or top-dose-only effect, or another doubt; inactive means no such curve, though single readings can be large; an effect the other way counts as inactive or inconclusive.

Sequence of screens: GLS inh, G9a block, BAZ2B inh, PGK inhibitor, PI4K2A inh, POLH inh, HP1b chromo inh, Pin1 inhibitor, JMJD2A Tudor
O=C(O)c1cccc2c1C(=O)c1ccccc1-2
  3.1%, ., -7.9%, 18.0%, -4.4, 0.5%, 12.1%, -2.4%, -2.5%
CCOC(=O)C1C(=O)NC(C)C1c1ccccc1 (stereo not given)
  6.6%, 4.9%, -4.1%[57.1 µM], -9.3%, -5.5, -5.1%, 19.8%, -8.9%, -16.3%
O=C(CNC(=O)c1ccccc1)Oc1cccc(Cl)c1
  4.2%, ., ., -0.3%, 2.2, -12.0%, 32.7%, -2.6%, -9.0%
COc1cc(NS(=O)(=O)c2c(C(=O)N3CCOCC3)c(C)n(C)c2C)cc(OC)c1OC
  -1.4%, -2.6%[59 µM], -5.5%, -7.8%, 6.7, -18.4%, 18.4%, -1.2%, -16.8%
O=C1C2CCCN2C(c2cccc(F)c2)N1c1cccc(Cl)c1 (stereo not given)
  -0.4%, 0.6%, -3.4%, -3.3%, 1.6, -18.4%, 37.3%, 1.5%, -12.0%
O=C(CSc1ncc2c(n1)-c1cc(Cl)ccc1N(Cc1ccccc1)S2(=O)=O)NCCc1ccccc1
  0.5%, 2.9%[59 µM], 24.0%, -7.4%, 0.3, -6.7%, 52.5%[activator], 0.4%, 2.9%
CCCCOC(=O)c1ccc(O)cc1
  -3.2%&-5.2%, 19.5%, 4.3%, -3.8%, -4.7&-1.5, -4.7%, 39.2%[activator], -8.8%, 2.1%
O=C(/C=C/c1ccccc1)NCCSc1ccc(Cl)cc1
  -2.9%, 17.7%[0.501 µM], 5.0%, -10.4%, -6.7, 0.0%, 39.7%, -12.4%, 23.3%
CCOCCCN(C)C1CCN(C(=O)c2oc3ccccc3c2NC(=O)COc2ccc(F)cc2)CC1
  11.2%, ., -10.1%, 2.0%, 3.4, -3.9%, 28.6%, -9.3%, -25.2%
O=c1ccc2cc(S(=O)(=O)NCc3ccc(Cl)cc3)ccc2[nH]1
  -1.4%, -41.6%[59 µM], ?, 3.5%, 1.0, 2.6%, 8.3%, 27.2%, ?
COc1cc(NC(=O)Nc2nnc(N3CCCCC3)s2)cc(OC)c1
  -10.4%, ?, -8.7%, -9.2%, -4.7, -14.6%, 13.8%, 2.8%, -21.9%
COc1ccc(N2CCN(C(CNC(=O)C3CCCCC3)c3ccco3)CC2)cc1 (stereo not given)
  32.3%[activator], 44.7µM*, -7.3%, i, -5.9, 1.1%, ?, -0.4%, -32.4%
Cc1ccc(NC(=O)CCCn2nc(C)c3c(C)n(-c4ccccc4)nc3c2=O)cc1C
  -8.4%, 6.9%[59 µM], -15.9%, -1.2%, 11.6, -9.6%, 77.5%[activator], -3.3%, -11.0%
CN1C(=O)C2(N=c3ccccc3=N2)c2ccccc21
  12.5%, -3.6%, -0.9%, 4.3%, 4.1, 2.8%, 46.3%[activator], 2.9%, -12.1%
Nc1c(Cl)c(Cl)nc(C(=O)N/N=C/c2cccnc2)c1Cl
  -11.8%, 1.4%, -1.1%, -6.9%, 0.1, 10.0%, 19.8%, -6.2%, -6.0%

The list goes on:
Sequence of screens: GLS inh, G9a block, BAZ2B inh, PGK inhibitor, PI4K2A inh, POLH inh, HP1b chromo inh, Pin1 inhibitor, JMJD2A Tudor
COc1ccc(NC(=O)N[C@@H](CCSC)C(=O)O)cc1OC
  2.7%, -1.6%, -1.8%, -4.4%, 3.1, -13.2%, ?, 3.5%, -15.4%
C#Cc1cccc(NC(=O)Cc2cccs2)c1
  7.8%, 24.5%[59 µM], 2.6%, -1.3%, -1.9, -5.8%, 25.8%, 0.7%, -1.4%
CCCCCn1c(=O)[nH]c2cc(C(=O)N3CCN(c4ccc(C(C)=O)cc4)CC3)ccc2c1=O
  0.0%, 10.2%, 6.4%, 5.4%, -0.5, -7.8%, -1.7%, -0.3%, -12.9%
O=C(NCCSCc1ccco1)Nc1ccc(Cl)cc1
  4.7%, ?, -6.4%, 0.8%, 5.9, -15.3%, 4.5%, 11.1%, -9.9%
CC1=C(C(=O)Nc2ccccn2)C(c2ccc(Br)cc2)NC(=S)N1 (stereo not given)
  -7.9%, ?, -34.8%, 1.6%, 1.2, -4.7%, 34.0%, 4.2%, -20.5%
NC(=O)c1ccc(Nc2ccc3c(c2)CCC3)c([N+](=O)[O-])c1
  -9.8%, 20.1%, -17.6%, -0.2%, 0.3, 4.2%, -7.8%, 0.6%, ?
COC(=O)c1ccc(OC)cc1OCC(=O)N1CCN(c2ccc(F)cc2)CC1
  19.0%, 47.6%[12.7 µM], -4.0%, 5.3%, -1.7, -0.8%, 10.8%, -4.5%, -12.2%
CCCCN1CC(=O)N2[C@H]3c4cc(C)ccc4OC[C@@H]3[C@H](c3ccccc3)[C@]2(C)C1=O
  -2.5%, ., ., 4.9%, -0.5, -12.7%, 21.0%, -17.0%, -9.4%
COc1cc(OC)c2c(OC)cccc2n1
  3.7%, 14.3%[59 µM], 9.5%, 0.8%, 2.1, -2.3%, 56.7%[activator], -0.1%, -10.2%
COc1ccc(-c2n[nH]c(=S)n2-c2ccc3c(c2)OCCO3)cc1
  -9.0%, 1.78µM*, -33.3%, -10.3%, 1.5, -9.8%, ?, 4.1%, 3.16µM*
COc1ccc(NC(C)C(=O)Nc2cc(C(F)(F)F)ccc2N2CCOCC2)c(OC)c1 (stereo not given)
  12.3%, ?, 31.6µM*, -2.8%, 2.6, -14.9%, ?, -4.3%, 44.7µM*
Nc1nc(CN2CCN(c3ccccc3)CC2)nc(N2CCCc3ccccc32)n1
  12.9%, 50.1µM*, ?, 1.3%, 2.6, -8.4%, -6.2%, 1.5%, 50.1µM*
C/C(=N\NC(=O)CNC(=O)c1ccc2c(c1)OCCO2)c1ccco1
  -5.0%, ., -8.5%, -0.9%, 0.5, -7.4%, 18.1%, -1.6%, -11.8%
O=C1CCN(Cc2ccc(Br)cc2)CCN1[C@H](CO)Cc1ccccc1
  2.9%, 7.5%, -8.2%, 1.2%, -2.9, -8.1%, 33.6%, -1.8%, -14.7%
CN(C)S(=O)(=O)c1ccc(N2CCCC2)c(C(=O)NCc2ccc(Cl)cc2)c1
  8.6%, 2.2%[59 µM], 8.0%, -6.1%, 5.5, -10.0%, 22.9%, 3.9%, -5.6%

Exported as labelled records: 2 of the compounds above.
CN(C)S(=O)(=O)c1ccc(N2CCCC2)c(C(=O)NCc2ccc(Cl)cc2)c1
  GLS inh: 8.6%
  G9a block: 2.2%[59 µM]
  BAZ2B inh: 8.0%
  PGK inhibitor: -6.1%
  PI4K2A inh: 5.5
  POLH inh: -10.0%
  HP1b chromo inh: 22.9%
  Pin1 inhibitor: 3.9%
  JMJD2A Tudor: -5.6%
O=C(NCCSCc1ccco1)Nc1ccc(Cl)cc1
  GLS inh: 4.7%
  G9a block: ?
  BAZ2B inh: -6.4%
  PGK inhibitor: 0.8%
  PI4K2A inh: 5.9
  POLH inh: -15.3%
  HP1b chromo inh: 4.5%
  Pin1 inhibitor: 11.1%
  JMJD2A Tudor: -9.9%

Further compounds.
Sequence of screens: GLS inh, G9a block, BAZ2B inh, PGK inhibitor, PI4K2A inh, POLH inh, HP1b chromo inh, Pin1 inhibitor, JMJD2A Tudor
O=C(c1ccccc1)N1CCC(c2nc3c(nnn3Cc3ccccc3Cl)c(=O)[nH]2)CC1
  15.3%, 2.8%[12.7 µM], 16.9%, 1.7%[11.5 µM], 0.6, -3.3%, 16.5%, -5.4%, -10.1%
O=CNCc1nc2ccccc2n1CCCc1ccccc1
  -0.1%, -5.7%, 2.4%, 2.9%, -4.4, -5.6%, 6.3%, 1.8%, -16.6%
CCN(CC)S(=O)(=O)c1ccc2c(c1)c(=O)c(C(=O)NCc1ccc(Cl)cc1)cn2C
  -6.9%, -22.0%[59 µM], ., -2.6%, 4.5, -9.8%, 12.2%, -1.6%, -12.3%
COCCNC(=O)Cn1nc(C)c2c(C)n(-c3ccc(C)cc3)nc2c1=O
  6.0%, 1.3%[59 µM], 10.4%, 7.3%, -7.2, -17.8%, 60.4%[activator], -2.3%, 3.1%
O=S(=O)(/N=C(/Nc1cccc2ccccc12)c1ccccc1)c1ccc(Br)cc1
  -4.5%, -12.7%, -25.8%, -0.4%, 8.3, ?, 13.3%, 5.2%, -22.1%
O=C(COC(=O)CCc1c[nH]c(=O)[nH]1)Nc1cccc(Cl)c1
  -0.5%, 39.8µM*, 0.2%, i, -3.8, -6.9%, 37.3%[activator], ?, -10.8%
Clc1ccc(C#Cc2cccnc2)cc1
  -12.9%, -13.3%[2.33 µM], 22.9%, -3.1%, 4.5, -8.1%, 14.9%, 2.2%, 7.2%
CCOC(=O)c1cn(CC(=O)Nc2cccc(F)c2)nn1
  -3.2%, -0.2%[59 µM], -12.2%, -1.1%, 1.5, -16.9%, 32.3%, -8.4%, 4.2%
O=C(CSc1nc(-c2cccc(F)c2)[nH]c1-c1ccccc1)Nc1ccc2c(c1)OCO2
  -13.6%, ?, ?, 7.1%, 1.5, -6.1%, -8.4%, 16.5%, ?
O=C(Nc1ccc(F)cc1)N1CCN(c2ncccn2)CC1
  -1.1%, 4.4%, 9.2%, -3.8%, 1.6, 6.0%, 25.8%, 3.6%, -4.1%
Cc1ccc(C)c(NC(=O)N2CCc3ccccc3C2)c1
  -0.5%, 57.3%[activator], -12.7%, 8.6%, -18.0, -9.2%, 40.7%[activator], 6.0%, 8.5%
COc1cccc(Oc2ccc(S(=O)(=O)N3CCCC3)cc2[N+](=O)[O-])c1
  -0.9%, 20.3%, ?, -9.1%, -2.2, -12.3%, 13.6%, -0.4%, -26.5%

Screens deposited in PubChem BioAssay by National Center for Advancing Translational Sciences (NCATS).

The list is partial. The share of hits here may be higher or lower than overall.
